# Assay outcomes deposited in PubChem by several laboratories.
# DPM-DC inhibit = S. pneumoniae DPM-DC inhibitors, primary screen, biochemical, PK/LDH-coupled NADH fluorescence. hit rate 0.49% among 65,000. diphosphomevalonate decarboxylase (Streptococcus pneumoniae D39). AID 556, 2006. calls only at 10 µM. purified DPM-DC;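 active = the 320 compounds with the highest percent inhibition in the single-dose primary screen, excluding strongly autofluorescent ones, cut at about 32% in these data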;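 note: kinetic rate of NADH fluorescence loss reporting ADP formed by the decarboxylase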
# MK inhibit = S. pneumoniae MK inhibitors, primary screen, biochemical, PK/LDH-coupled NADH absorbance; inhibition, % at 10 µM; mevalonate kinase [Streptococcus pneumoniae D39]; hit rate 0.48% among 65,000; purified MK, PK/LDH-coupled NADH absorbance 340 nm; AID 555, 2006;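 active = ranked among the strongest by inhibition in the single 10 µM screen, a fixed top-ranked set picked for dose follow-up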; note: no value below 0 was filed
# Spn PMK inh = S. pneumoniae PMK inhibitors, primary screen, biochemical, mevalonate pathway, pilot trial included. phosphomevalonate kinase (Streptococcus pneumoniae D39). purified PMK, PK/LDH-coupled NADH absorbance 340 nm. inhibition, % at 10 µM. hit rate 0.49% among 65,000. AID 539, 2006;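 active = top-ranked compounds by inhibition in the single 10 µM screen, taking a fixed number of the strongest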;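 note: 0% = full reaction with DMSO carrier and 100% = background rate without enzyme reaction; no value below 0 was filed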
# HPDE-C7 cytotoxicity = cytotoxicity in HPDE-C7 cells, cell-based, fluorescence, HTS (AID 430). HPDE-C7 pancreatic duct cells viability, fluorescence; higher % means a stronger effect. cytotoxicity, % at 10 µM, or EC50 in µM where a hit was titrated. hit rate 1.8% among 63,000;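 note: cells exposed to compound for 48 hours before viability readout; 0% = vehicle and 100% = reference cytotoxic drug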
# Bfl-1 displacement = Bfl-1 inhibitors, primary screen, biochemical, fluorescence polarization, FITC-Bid, mouse (AID 432). one-dose displacement, % at 20 µM; IC50 in µM for titrated hits. hit rate 0.02% among 64,000. Bcl-2-related protein A1 (Mus musculus). FITC-Bid BH3 peptide fluorescence polarization displacement; higher % means a stronger effect; in the data active = a potency from the dose series; inactive = the rest, 99 in 100 with displacement below about 15%; note: strong numbers were not always called active
# HT1080 cytotoxicity = cytotoxicity in HT1080 fibrosarcoma cells, cell-based, fluorescence readout (AID 620); one-dose cytotoxicity, % at 10 µM; EC50 in µM for titrated hits; hit rate 0.42% among 87,000; HT1080 viability, fluorescence; higher % means a stronger effect;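 note: cells exposed to compound overnight then 4 h with Alamar Blue; 0% = vehicle DMSO and 100% = killing control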
# KRASV12 cytotoxicity = cytotoxicity in KRAS-transformed pancreatic duct cells, primary screen, cell-based, fluorescence, HTS (AID 431); cytotoxicity, % at 10 µM, or EC50 in µM where a hit was titrated; HPDE-C7K KRASV12 cells, Alamar Blue viability, 48 h; higher % means a stronger effect; hit rate 1.7% among 63,000;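 active = compounds whose percent cytotoxicity in the single-dose primary screen, scaled between solvent and toxic-drug controls, exceeds 50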;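 note: 0% = DMSO solvent wells and 100% = doxorubicin-treated wells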
# LYP inhibition = LYP phosphatase inhibitors, primary screen, biochemical, DiFMUP fluorescence, recombinant catalytic domain, 10 µM (AID 606); Tyrosine-protein phosphatase non-receptor type 22 (Homo sapiens); recombinant LYP catalytic domain, DiFMUP fluorescence; higher % means a stronger effect; 52,000 tested, under 10 active; one-dose inhibition, % at 10 µM; IC50 in µM for titrated hits;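 active = IC50 under 40 µM in the dose-response test; inactive = IC50 of 40 µM or more, or never dose-tested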
# TNAP inhibition = human TNAP enzyme inhibitors, biochemical, luminescent (AID 518); purified TNAP enzyme, luminescent substrate readout; higher % means a stronger effect; inhibition, % at 20 µM; hits with a dose series show IC50 in µM; hit rate 0.09% among 64,000; in the data active = a potency from the dose series; inactive = the rest, 99 in 100 with inhibition below about 22%;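 note: plate controls were vehicle for no effect and reference inhibitor for full effect; many of its hits are not listed in these tables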
# Spn PMK inh pilot replicates = recorded beside Spn PMK inh, whose call it bears; inhibition, %; measured here: pilot screen replicates
# MK inhibit pilot replicates = further read-out of MK inhibit, marked with its call; inhibition, %; measured here: pilot screen replicates
# DPM-DC inhibit pilot screen % = further read-out of DPM-DC inhibit, marked with its call; inhibition, %; measured here: pilot screen trials
# Starred values were filed as active, the others as inactive; i = inactive; · = not tested or not shown. Cut-off read from the data, not from the text of the source, unless noted: active = cytotoxicity above about 50%; inactive = the rest. No enrichment for hits; about 3.5% have a hit in one of these screens.
SMILES,DPM-DC inhibit,MK inhibit,Spn PMK inh,HPDE-C7 cytotoxicity,Bfl-1 displacement,HT1080 cytotoxicity,KRASV12 cytotoxicity,LYP inhibition,TNAP inhibition,others
COc1ccc(-c2cc(C(F)(F)F)n3nc(C(=O)N4CCCC4)cc3n2)cc1,·,3,12,-9%,1%,-3%,-3%,10%,3%,
Cc1cccc(-n2ncc3c(N4CCCC4)ncnc32)c1,i,10,11,·,·,·,·,7%,·,
Cc1sc2nc(SCC(=O)N3CCCCC3)[nH]c(=O)c2c1C,i,11,5,·,·,0%,·,-3%,·,
Nn1c(SCC(=O)NCCC2=CCCCC2)nnc1C1CCCCC1,i,0,16,-18%,2%,0%,-10%,10%,-3%,
Cc1cccc(NC(=O)Nc2cccc(F)c2)n1,i,1,0,-8%,4%,-4%,-16%,8%,-3%,
CC1(C)CC(=O)C2=C(C1)OC(N)=C(C#N)C21C(=O)N2CCCc3cccc1c32 (configuration not stated),i,8,11,·,4%,6%,·,-2%,4%,
COCCn1cc(C(=O)N2CCN(C)CC2)c2c3ccccc3n(C)c2c1=O,·,0,11,8%,-2%,29%,4%,7%,5%,
COC(=O)c1ccccc1NC(=O)CSc1nc(N)cc(N)n1,i,8,14,-6%,0%,-2%,1%,-8%,5%,
Cc1cc(C)cc(-n2nnc(C(=O)NCc3ccc4c(c3)OCO4)c2N)c1,i,4,6,14%,1%,-1%,25%,-17%,13%,Spn PMK inh pilot replicates=1.5;MK inhibit pilot replicates=0.0;DPM-DC inhibit pilot screen %=0.0
C#CCn1c(=NC(=O)CN2C(=O)CCC2=O)sc2cccc(C)c21,i,5,14,5%,-2%,8%,13%,6%,8%,
O=C(CN1CCN(c2cccc(Cl)c2)CC1)N1CCCC1,i,5,3,-6%,1%,-5%,-8%,·,3%,Spn PMK inh pilot replicates=4.0;MK inhibit pilot replicates=0.0;DPM-DC inhibit pilot screen %=0.0
C=CCSc1nc2nc(C)cc(C)n2n1,i,6,16,-12%,-3%,-4%,-4%,·,4%,
CCOC(=O)c1cnc(Nc2ccc(OCC)cc2)nc1C,i,4,8,-1%,-3%,1%,9%,-7%,3%,
CC1(C)CC(=O)C2=C(C1)NC(Nc1nc3ccccc3o1)=NC21CCCC1,i,2,13,-16%,-2%,2%,-12%,2%,7%,
CC(=O)C1=C(O)C(=O)N(Cc2ccccc2)C1c1ccco1 (configuration not stated),i,10,14,8%,4%,12%,6%,6%,0%,
CCn1c(SCC(=O)Nc2ccccc2OC)nnc1-c1cnccn1,i,0,12,-24%,-9%,44%,-28%,·,13%,
CC12CCC(=O)N1c1c(sc3nc(N4CCOCC4)c4c(c13)CCCC4)C(=O)N2 (configuration not stated),·,5,3,21%,-1%,-6%,10%,2%,3%,
O=C(Nc1cccc(-c2nc3ccccc3[nH]2)c1)c1cccc(NC(=O)c2ccco2)c1,i,2,0,2%,-19%,30%,4%,12%,6%,
Cc1cccc(OCC(=O)N2CCC(N3CCOCC3)CC2)c1,i,32,2,2%,-6%,-5%,11%,0%,10%,
O=C(NCc1cccnc1)NC1(C(F)(F)F)Oc2ccccc2O1,i,9,10,14%,-4%,1%,17%,·,10%,

# The last 3 compounds of the section above are carried over, then new ones follow.
SMILES,DPM-DC inhibit,MK inhibit,Spn PMK inh,HPDE-C7 cytotoxicity,Bfl-1 displacement,HT1080 cytotoxicity,KRASV12 cytotoxicity,LYP inhibition,TNAP inhibition,others
O=C(Nc1cccc(-c2nc3ccccc3[nH]2)c1)c1cccc(NC(=O)c2ccco2)c1,i,2,0,2%,-19%,30%,4%,12%,6%,
Cc1cccc(OCC(=O)N2CCC(N3CCOCC3)CC2)c1,i,32,2,2%,-6%,-5%,11%,0%,10%,
O=C(NCc1cccnc1)NC1(C(F)(F)F)Oc2ccccc2O1,i,9,10,14%,-4%,1%,17%,·,10%,
CCc1nnc(NC(=O)CSc2ncnc3c2oc2ccccc23)s1,i,3,0,-11%,-1%,-2%,-2%,-3%,3%,
Cc1ccnc(NC(=O)C2CCC(CNc3c(N4CCCC4)c(=O)c3=O)CC2)c1 (configuration not stated),i,3,7,8%,2%,6%,-8%,0%,6%,Spn PMK inh pilot replicates=0.0;MK inhibit pilot replicates=1.0;DPM-DC inhibit pilot screen %=0.0
CCOc1ccc2nc(NC(=O)CSc3nc4cccnc4n3C)sc2c1,i,0,16,10%,-6%,-3%,5%,·,6%,
CCCCN(c1ccccc1)c1ncnc2nc[nH]c12,i,12,0,-9%,0%,2%,4%,-3%,-16%,
Cc1csc(CCc2nc(C)cs2)n1,i,2,8,-24%,-1%,6%,-23%,10%,10%,
O=C(Nc1ccc2c(c1)OCCO2)c1ccc(Br)o1,i,0,11,-8%,2%,10%,1%,·,10%,
Cn1c(SCC(=O)Nc2cccc(F)c2)nnc1-c1cccnc1,i,5,5,-4%,-4%,4%,-1%,-5%,4%,
COCCNC(=O)CCn1c(=O)oc2ccccc21,i,0,22,-2%,6%,-1%,-6%,12%,2%,
O=C(c1ccc2c(=O)n(-c3ccccc3)c(=O)[nH]c2c1)N1CCCCC1,i,5,0,-2%,-6%,-3%,-15%,3%,12%,
COc1ccc(S(=O)(=O)NCC(=O)N(CC(=O)NCC2CCCO2)c2cc(C)ccc2C)cc1 (configuration not stated),i,11,0,-8%,3%,4%,-2%,4%,5%,
COc1cccc(CNCCSc2nnnn2C)c1,i,4,5,-8%,-6%,-12%,-16%,13%,0%,
CC(=O)Nc1ccc(S(=O)(=O)N2CCN(c3cccc(C)c3C)CC2)cc1,i,0,0,54%*,1%,-12%,37%,2%,6%,
Cc1cccc2sc(NC(=O)CNS(=O)(=O)c3ccc(Br)s3)nc12,i,1,11,1%,0%,10%,-12%,10%,8%,
O=C(OCCN1CCOCC1)c1ccc2c(c1)OCCO2,i,5,9,2%,-1%,-6%,-2%,4%,9%,
CCOC(=O)C1C(=O)NC(N2CCc3ccccc32)=NC1c1ccccc1 (configuration not stated),i,4,6,-10%,3%,6%,-10%,6%,-1%,
COCCCNC(=O)c1cn(Cc2c(F)cccc2Cl)nn1,i,0,14,-5%,-2%,-1%,-4%,-12%,1%,
CCOc1ccc(S(=O)(=O)n2ccc(C)n2)c2ccccc12,i,0,12,1%,-2%,19%,3%,·,7%,
CCn1c(SCC(=O)Nc2nnc(C)s2)nc2c(c1=O)SC(C)C2 (configuration not stated),i,0,11,-2%,-8%,-2%,8%,13%,10%,
CCOC(=O)NC(=O)CSc1nc(C)cc(C(F)(F)F)c1C#N,i,5,11,4%,-7%,10%,3%,-1%,10%,
C/C(N)=C(/C#N)C(=O)COC(=O)C(NS(=O)(=O)c1ccc(Cl)cc1)C(C)O (configuration not stated),i,5,4,9%,-5%,-6%,-6%,5%,-10%,
Cc1ccc(N2CC(C(=O)N3CCCc4ccccc43)CC2=O)cc1 (configuration not stated),i,7,7,·,5%,-12%,·,1%,4%,
COC(=O)c1cc(OC)c(OC)cc1N,i,3,0,1%,-8%,-20%,-4%,·,13%,
COc1ccccc1N(CC(=O)Nc1ccc(F)c(F)c1)S(C)(=O)=O,i,0,4,-2%,-5%,9%,0%,-10%,10%,
N#Cc1nc(Cc2cccc3ccccc23)oc1NCc1ccc2c(c1)OCO2,i,5,9,·,-4%,1%,·,7%,18%,
Cc1ccc(OCC(=O)Nc2ccc3c(c2)nc(CCN2CCOCC2)n3C)cc1,i,6,8,-2%,-7%,6%,35%,·,4%,
CCCNc1nc2c(c(=O)[nH]c(=O)n2C)n1CCc1ccccc1,i,7,2,-1%,0%,1%,8%,-7%,17%,
Nn1c(SCC(=O)Nc2ccc3c(c2)OCO3)nnc1C1CC1,i,1,0,-16%,1%,3%,-14%,·,9%,Spn PMK inh pilot replicates=1.5;MK inhibit pilot replicates=0.0;DPM-DC inhibit pilot screen %=0.0
COc1cc(NC(=O)c2cc3ccccc3o2)c(OC)cc1Br,i,0,5,10%,-2%,-6%,16%,·,10%,
N=c1n(Cc2ccccc2)c2ccccc2n1CC(O)COc1ccccc1 (configuration not stated),i,4,3,39%,0%,6%,53%*,·,7%,
CCOc1ccc(N(CC(=O)NCc2cccs2)S(=O)(=O)c2c(C)noc2C)cc1,i,8,11,-10%,5%,2%,-2%,·,3%,
CCN(C(=O)c1cc2cc3ccc(C)cc3nc2o1)c1ccc(OC)cc1,i,2,0,-6%,-5%,-9%,-8%,0%,9%,Spn PMK inh pilot replicates=2.5;MK inhibit pilot replicates=0.0;DPM-DC inhibit pilot screen %=1.5
Cc1cccc(NC(=O)CC(C)(C)C)c1,i,10,5,2%,16%,-1%,2%,-8%,9%,Spn PMK inh pilot replicates=7.5;MK inhibit pilot replicates=0.5;DPM-DC inhibit pilot screen %=2.0
CCCCNC(=O)CN1CCC2(O)CCCCC2C1c1ccccc1OC (configuration not stated),i,9,9,-7%,-4%,4%,-10%,21%,14%,
Cn1c(=O)[nH]c(=O)c2c1nc(N1CCNCC1)n2Cc1cccc2ccccc12,i,2,11,-4%,1%,16%,6%,8%,-2%,Spn PMK inh pilot replicates=2.5;MK inhibit pilot replicates=0.5;DPM-DC inhibit pilot screen %=1.0
COC(=O)c1sc2ccccc2c1N,·,6,7,-6%,-4%,-5%,6%,12%,14%,
CCCc1cc(=O)[nH]c(SCC(=O)N2CCN(S(=O)(=O)c3ccc(C)cc3)C2)n1,i,1,0,-16%,-7%,-2%,-15%,-2%,4%,
Clc1ccc(-n2ncc3c(NCCCn4ccnc4)ncnc32)cc1,i,16,0,12%,-10%,29%,8%,2%,12%,Spn PMK inh pilot replicates=3.5;MK inhibit pilot replicates=0.0;DPM-DC inhibit pilot screen %=1.5
Cc1cccc(C(=O)OCc2cc3ccccc3[nH]c2=O)c1,i,6,11,8%,3%,3%,11%,10%,4%,
COc1c[nH]n(C2CCCCC2)c(=O)c1=O,i,23,0,-14%,-2%,9%,-16%,1%,6%,
Clc1cc2c(c(Cn3cnc4ccccc43)c1)OCOC2,i,3,2,6%,3%,-3%,3%,-9%,16%,Spn PMK inh pilot replicates=0.0;MK inhibit pilot replicates=1.0;DPM-DC inhibit pilot screen %=1.0
CCCc1nc2ccccc2c(=O)n1/N=C/c1c(C)[nH]n(-c2ccc(C)cc2)c1=O,i,5,14,22%,10%,-2%,28%,21%,12%,
